DNMT1 block: blocks human DNA methyltransferase DNMT1; P26358; DNMT1 molecular beacon, Hinp1I cleavage, fluorescence; inhibition (reported as % activation of signal), % at 10 µM; 0.83% of 360,000 active; in the data active means inhibition above about 50%
Tb MetRS inh: Trypanosoma brucei MetRS inhibition; purified T. brucei MetRS, ATP depletion, Kinase-Glo luminescence; 0.4% of 360,000 active; AID 624268; inhibition, % at 11.9 µM;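 active means inhibition above a per-plate cutoff of the control wells' mean inhibition plus 3 SD, cut at about 5.5% in these data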;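 further: 0% = DMSO wells median and 100% = median of wells with control inhibitor compound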
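Measured by: Kinase-Glo luciferase luminescence reporting remaining unconsumed ATP. Material: purified T. brucei MetRS enzyme. Doses: 11.9 µM compound single dose, 0.9% DMSO. Medium: HEPES buffer containing pyrophosphatase, BSA, spermine, DTT. Times: 15 min preincubation, 2 h reaction, all 25 °C. Reagent: methionine, ATP and bulk E. coli tRNA.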
NadD inh: inhibitors of Staphylococcus aureus NadD | purified NadD enzyme, colorimetric absorbance read-out | inhibition, % at 20 µM | 0.78% of 360,000 active | AID 602399; in the data active means inhibition above about 26%; further: some compounds past the cut are filed as inactive
LMPTP block: LMPTP (human) inhibition. recombinant LMPTP-A, OMFP fluorogenic substrate, fluorescence intensity. 0.22% of 360,000 active. inhibition, % at 20 µM;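 active means compounds that cut the enzyme signal by at least half of the control window in the single-dose screen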;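 further: plate controls were DMSO wells with enzyme plus substrate for no effect and substrate without enzyme for full effect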
Target sequence (P24666 whole entry, looked up): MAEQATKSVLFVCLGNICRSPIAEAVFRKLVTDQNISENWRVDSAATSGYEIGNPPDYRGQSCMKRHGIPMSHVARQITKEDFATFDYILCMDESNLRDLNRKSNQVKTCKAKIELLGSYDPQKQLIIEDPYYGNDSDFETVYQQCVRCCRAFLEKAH
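Material: LMPTP-A; amount: 0.625 nM enzyme; doses: single 20 µM dose; times: reaction 50 min, room temperature, dark; technique: fluorescence intensity of OMFP turnover product; benchmarks: no-enzyme and uninhibited controls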
CSN inh: blocks human CSN-mediated cullin deneddylation; Q92905; Purified CSN, SCF-Nedd8-OG deneddylation, fluorescence polarization; inhibition, % at 12.5 µM; 0.38% of 360,000 active; AID 651999;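 active means pattern-corrected inhibition above about 35%, with an unprinted fluorescence ratio check between 0.5 and 1.5, limit read from the data, passing the limit was not always enough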;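 further: 0% = enzyme with substrate and 100% = substrate without enzyme; some results filed as inactive read as strong as hits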
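Assay system: Purified human Csn5 enzyme expressed in HEK293T cells | Amount: Enzyme 0.24 nM | Measured by: Fluorescence polarization readout | Medium: Tris/NaCl/DTT buffer, pH 7.5 | Compound dosing: One concentration, 12.5 µM, 0.25% DMSO | Times: 90 min incubation of compound, enzyme and substrate at room temperature | Control set: no-enzyme wells high, enzyme-with-substrate wells low | Read-out: % inhibition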
Scp1 inh: Scp-1 (human) phosphatase inhibition; Recombinant Scp1, phosphopeptide, malachite green phosphate absorbance; inhibition, % at 20 µM; 0.88% of 340,000 active; AID 493091;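 active means inhibition above about 50% at 20 µM, limit read from the data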;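 further: plate controls were DMSO wells with enzyme for no effect and wells lacking enzyme for full effect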
Target sequence (Q9GZU7 76-261 limits assumed): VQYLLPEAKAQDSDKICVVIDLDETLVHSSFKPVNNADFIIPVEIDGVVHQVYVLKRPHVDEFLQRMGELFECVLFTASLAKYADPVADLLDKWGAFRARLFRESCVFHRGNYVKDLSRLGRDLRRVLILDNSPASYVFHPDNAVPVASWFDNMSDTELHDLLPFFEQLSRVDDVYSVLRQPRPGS
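assay system = SCP-1 phosphatase catalytic domain, residues 76-261 | buffer or medium = 50 mM Tris acetate pH 5.5, 0.005% Tween-20, 10 mM MgCl2 | incubation = enzyme reaction 45 min at room temperature, colour 5 min, stabilisation 30 min | signal = Phosphate-binding colour reagent, absorbance read at 630 nm | measure = % inhibition at 20 µM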
STEP block: STEP (human) phosphatase inhibition. P54829. recombinant STEP, OMFP fluorogenic substrate, fluorescence. inhibition, % at 20 µM. 0.25% of 360,000 active;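 active means inhibition at 20 µM, scaled per plate between control wells, above about 37%, limit read from the data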;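 further: 0% = DMSO with enzyme and substrate and 100% = substrate only without enzyme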
Target sequence (P54829 whole entry, looked up): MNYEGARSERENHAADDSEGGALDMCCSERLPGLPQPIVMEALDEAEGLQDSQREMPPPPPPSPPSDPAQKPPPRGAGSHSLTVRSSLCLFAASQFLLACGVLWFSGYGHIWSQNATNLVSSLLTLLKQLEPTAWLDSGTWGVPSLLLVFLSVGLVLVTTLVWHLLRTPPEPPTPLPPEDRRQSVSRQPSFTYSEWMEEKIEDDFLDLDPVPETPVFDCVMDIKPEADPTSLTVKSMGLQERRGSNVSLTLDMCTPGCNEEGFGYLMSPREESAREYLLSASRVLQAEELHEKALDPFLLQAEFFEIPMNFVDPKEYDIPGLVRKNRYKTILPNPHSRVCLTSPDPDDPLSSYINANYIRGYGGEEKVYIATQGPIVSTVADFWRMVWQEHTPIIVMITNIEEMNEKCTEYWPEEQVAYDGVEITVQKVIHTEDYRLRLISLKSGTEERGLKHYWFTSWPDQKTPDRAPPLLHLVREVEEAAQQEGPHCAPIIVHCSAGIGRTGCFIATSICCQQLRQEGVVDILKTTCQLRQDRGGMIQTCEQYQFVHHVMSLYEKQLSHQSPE
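Also added – OMFP at 25 µM · Test system – STEP tyrosine phosphatase · Technique – FITC-channel fluorescence of OMFP product · Schedule – 20 min at room temperature, dark · Evaluation – control-normalized % inhibition with plate pattern correction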
SUMO1-SIM PPI: SUMO1-SIM interaction modulation; SUMO1 binding to a labelled peptide, TR-FRET, 1 h; 0.33% of 360,000 active; inhibition, % at 20 µM; AID 602429; P63165; in the data active means inhibition above about 37%
Target sequence (P63165 whole entry, looked up): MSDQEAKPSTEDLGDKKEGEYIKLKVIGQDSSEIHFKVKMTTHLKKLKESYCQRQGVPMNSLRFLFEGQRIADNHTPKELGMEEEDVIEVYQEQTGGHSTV
PABP1 MLLE inh: inhibitors of microRNA-mediated deadenylation, human PABP1 MLLE binding; P11940; 0.36% of 360,000 active; GST-MLLE / FITC-PAM2 fluorescence polarization; inhibition, % at 20 µM; in the data active means inhibition above about 35%, passing the limit was not always enough;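 further: plate controls were DMSO wells with GST-MLLE for no effect and wells lacking GST-MLLE protein for full effect; some results filed as inactive read as strong as hits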
Rpn11 block: inhibitors of human proteasome Rpn11. calls only at 20 µM. human 26S proteasome, Ub4-pepOG fluorescence polarization; 20S core pre-blocked with epoxomicin. 0.59% of 360,000 active;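 active means inhibition at 20 µM, scaled to each plate's controls, above about 33%, limit read from the data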
An asterisk follows results filed as active; i = inactive; . = not tested or not shown; + = active, no number; & = joins results of further samples.

Values run as follows: DNMT1 block, Tb MetRS inh, NadD inh, LMPTP block, CSN inh, Scp1 inh, STEP block, SUMO1-SIM PPI, PABP1 MLLE inh, Rpn11 block
CCN(CC)c1ccc(/C=C(\C#N)C(N)=O)cc1
    9, -0.5, 0, 3.0, 14, 3, 0, -26, -130, +
COc1cc(C2C(C#N)=C(N)OC3=C2C(=O)CC(C)(C)C3)c([N+](=O)[O-])cc1OC (stereo not drawn)
    -5, 1.1, 1, -1.9, -11, -4, -5, 5, 78, i
CC(=O)C1=CCC(c2ccc(Cl)cc2)N(S(=O)(=O)c2ccc(C)cc2)C1 (stereo not drawn)
    -5&-9, -0.8&-0.1, -8&-6, 1.3&1.7, -4&1, ., -1&3, 6&10, 33&6, i
CCSc1nnc(NC(=O)CSc2nc3c(c(=O)n2-c2ccccc2)SCC3)s1
    2, -0.3, 2, 0.9, -3, 2, 0, -11, 6, i
Cc1ccc(N2CCN(C(=O)CNS(=O)(=O)c3ccc(Br)s3)CC2C)cc1 (stereo not drawn)
    -2, -1.3, -4, -1.7, -3, 0, 0, -2, -4, i
CC1(C)Cc2ccccc2-c2nnc(-c3ccccc3)n21
    6, -0.3, 8, -0.3, -1, -7, 3, 1, -5, i
COc1ccc(OC)c2[nH]c(=O)c(CCNC(=O)c3ccc(S(=O)(=O)N(C)C)cc3)cc12
    -3, -0.8, -4, -0.9, -2, 0, -2, -5, 16, i
O=C(Oc1ccccc1C(=O)N1CCOCC1)c1ccc(Br)cc1
    0, -0.2, 0, -1.4, -2, -5, -4, -1, 0, i
Cc1nc2ccccc2c(=O)n1/N=C/c1ccccc1F
    2, 0.3, -5, 2.1, 6, -10, -3, 1, -4, i
O=S(=O)(NCCc1c[nH]c2ccccc12)c1ccc(F)cc1
    -1, -0.5, -8, 2.6, 1, -7, 3, 2, -6, i
c1ccc(-n2c(Cc3cn4ccsc4n3)nnc2N2CCOCC2)cc1
    2, -0.3, 4, -0.6, 1, -8, 0, 22, 10, i
CCCCN1C(=O)C(=O)N(CC(=O)Nc2sc(C)c(CC)c2C(=O)OCC)C1=O
    1, -0.1, -3, -0.3, 0, -13, 0, 1, 24, i
O=C(Nc1cc(N2CCOCC2)ncn1)NC1(C(F)(F)F)Oc2ccccc2O1
    9, -1.0, 0, 0.8, 3, -4, -2, -1, -1, i
CCc1ccc(C(O)c2ncc(-c3ccc4ccccc4c3)[nH]2)cc1 (stereo not drawn)
    61*, 0.0, 11, 0.0, 1, ., -2, -4, 3, i
NC(N)=N/N=C/c1ccc(OCc2ccccc2)cc1
    4, -1.3, -3, 1.2, 4, 6, 2, -33, -19, i

Reprinted from the part before: 4 entries; new compounds follow.
Values run as follows: DNMT1 block, Tb MetRS inh, NadD inh, LMPTP block, CSN inh, Scp1 inh, STEP block, SUMO1-SIM PPI, PABP1 MLLE inh, Rpn11 block
CCCCN1C(=O)C(=O)N(CC(=O)Nc2sc(C)c(CC)c2C(=O)OCC)C1=O
    1, -0.1, -3, -0.3, 0, -13, 0, 1, 24, i
O=C(Nc1cc(N2CCOCC2)ncn1)NC1(C(F)(F)F)Oc2ccccc2O1
    9, -1.0, 0, 0.8, 3, -4, -2, -1, -1, i
CCc1ccc(C(O)c2ncc(-c3ccc4ccccc4c3)[nH]2)cc1 (stereo not drawn)
    61*, 0.0, 11, 0.0, 1, ., -2, -4, 3, i
NC(N)=N/N=C/c1ccc(OCc2ccccc2)cc1
    4, -1.3, -3, 1.2, 4, 6, 2, -33, -19, i
Cc1ccc(C2c3c(oc4ccccc4c3=O)C(=O)N2CCCN2CCOCC2)o1 (stereo not drawn)
    -5, 0.1, 12, -1.6, -7, -4, 14, -4, -6, i
CCOc1ccc(C(=O)Nc2ccccc2CC)cc1[N+](=O)[O-]
    2, 0.0, -2, -1.5, 1, -8, 2, -7, -4, i
CCN1/C(=C2\C(=O)N(C)C(=S)N2c2ccccc2)C=Cc2ccccc21
    -2, -1.9, 3, 2.7, 3, 4, 4, -43, -113, i
CSCCC(c1nc2ccccc2[nH]1)n1c(-c2ccc3ncccc3c2)nc2ccccc21 (stereo not drawn)
    ., -0.3, ., 2.2, -5, ., ., -3, ., .
CNC(=O)NC(=S)NC(=O)c1ccccc1Cl
    1, -0.2, 3, -1.3, -6, -4, -4, -1, 34, i
c1ccc2[nH]c(NC3=NCCC3)nc2c1
    -2, 1.2, -5, 0.9, 3, -9, 0, 4, 9, i
CC(=O)N1C[C@@H](CO)[C@@H](N(C)C(=O)C2CCCCC2)C[C@H]1c1ccccc1
    2, -0.1, -2, 0.0, 0, ., 0, 0, 19, i
O=C(c1cccnc1)N1CCC(Oc2ccc(C(=O)N3CCCCO3)cc2)CC1
    0, 0.1, -1, -0.3, -2, 69*, 2, 17, 2, i
CC(NC(=O)C1CC(=O)N(c2ccc3c(c2)OCCO3)C1)c1ccccc1 (stereo not drawn)
    -1, 0.0, 0, -0.2, -1, ., 0, 6, -37, i
CCOC(=O)NC(=O)CSc1ccc(C)cc1C
    1, -0.7, -4, -1.6, 0, -5, -1, -1, 0, i
Cc1nc(SCc2nc3ccc([N+](=O)[O-])cc3[nH]2)c2oc3ccccc3c2n1
    -10, -0.6, 33*, 0.0, 3, -9, 3, 3, -21, i
O=C(NCCC1CCCCN1S(=O)(=O)c1ccc(F)cc1)C(=O)NCCN1CCOCC1 (stereo not drawn)
    0, -0.5, -1, -1.3, 0, -4, 10, 5, -2, i
CC(C)Oc1ccccc1NC(=O)CSc1nc2ccccc2c(=O)n1C
    2, -0.3, 3, 1.2, -1, -1, 1, 2, -4, i
NC(=O)C1CC(=O)N(c2ccc(OCC(=O)NCc3ccccc3)cc2)C1 (stereo not drawn)
    1, 0.8, 2, -0.4, -6, -1, 0, 2, 6, i
Cc1ccc(S(=O)(=O)N(CC(=O)N/N=C/c2ccco2)Cc2ccccc2)cc1
    -5, -0.1, -6, 0.0, 3, -6, 3, 2, 2, i

Values run as follows: DNMT1 block, Tb MetRS inh, NadD inh, LMPTP block, CSN inh, Scp1 inh, STEP block, SUMO1-SIM PPI, PABP1 MLLE inh, Rpn11 block
C[C@]1(CO)CCC[C@@]2(C)C1CC[C@@H](CO)[C@@H]2CCc1ccoc1 (stereo partly drawn)
    -6, -0.1, -2, -1.4, -4, -10, 1, 5, -2, i
CCOc1ccccc1NC(=O)NC1CCN(CC(=O)Nc2ccc3c(c2)OCCO3)CC1
    -4, -1.2, -6, -0.3, 1, -5, -13, 4, -1, i
Cc1cc(F)ccc1NS(=O)(=O)c1cccc2nsnc12
    3, -0.1, -3, 0.2, 3, -4, -1, -25, 0, i
CCCCCCOc1ccc(N2C(=O)CC(N3CCN(CCN=CC4C(=O)CC(C)(C)CC4=O)CC3)C2=O)cc1 (stereo not drawn)
    -1, -0.6, -5, 0.8, 3, -5, 0, 1, 10, i
CC(c1nccs1)N(C)C(=O)CCc1nnc(CCc2ccccc2)o1 (stereo not drawn)
    2, 0.1, 1, -1.9, 1, -10, 1, -2, 11, i
Cc1nnc(SCCN2CCOCC2)c2nn(-c3ccccc3F)c(C)c12
    1, 0.5, 1, -2.0, 2, -2, 2, -4, -14, i
CCCCOc1ccc(/C=C/C(=O)NCCc2nc3ccccc3[nH]2)cc1
    -10, -0.1, -2, 2.0, 2, -4, 6, -11, -6, i
CN(CCC(=O)Nc1ccc2c(c1)OCO2)Cc1ccccc1
    -4, 2.1, 4, -1.0, -4, -5, 1, -5, -3, i
CN(CC(=O)Nc1ccc(Cl)cc1)C(=O)Cc1c(F)cccc1Cl
    0, 0.6, -2, -0.2, 0, -5, 0, -7, -10, i
Cc1ccc(N=Cc2ccc(O)cc2O)cc1F
    -32, 0.0, 20, 0.3, -1, -13, 0, 24, 0, i
O=C(COc1ccc(Cl)cc1)NCCCNC(=O)c1cnccn1
    0, -0.7, -5, -1.4, 0, -4, 2, 5, -13, i
COCCCNC(=O)CSC1=Nc2ccccc2C2=NC(Cc3c[nH]c4ccccc34)C(=O)N12 (stereo not drawn)
    -1, -0.9, 3, -0.7, 4, -2, 1, -4, -92, i
CCOc1cc(-c2nnn(CC(=O)N3CCCCC3)n2)ccc1OC
    -2, 0.9, -3, 0.1, -3, -9, -1, 8, 0, i
C[C@@H]1CN([C@@H](C)CO)C(=O)c2cccc(NC(=O)C3CCOCC3)c2O[C@H]1CN(C)S(=O)(=O)c1ccc(Cl)cc1
    7, 0.3, -1, -1.0, 0, -6, 6, 6, 9, i
CN1/C(=C\C(=O)c2cccnc2)Sc2ccccc21
    1, -0.7, -15, -0.5, -10, -4, -3, -14, 25, i

Values run as follows: DNMT1 block, Tb MetRS inh, NadD inh, LMPTP block, CSN inh, Scp1 inh, STEP block, SUMO1-SIM PPI, PABP1 MLLE inh, Rpn11 block
C[C@H](NC(=O)c1ccccc1Cl)C(=O)Nc1ccccc1F
    -2, -0.3, -7, -0.5, -1, -7, -2, -2, -9, i
CC(=O)NC(NC(=S)N1CCCCCC1)C(Cl)(Cl)Cl (stereo not drawn)
    -3, -0.2, -2, -0.9, 0, -3, -1, -2, -23, i
COc1ccc(Cn2c(CO)cnc2SCC(=O)Nc2cc(C)on2)cc1
    1, -0.1, 6, -2.0, 1, 1, -1, -1, -13, i
O=[N+]([O-])c1ccc2c(c1)C(O)n1nc(-c3ccc(Cl)cc3Cl)nc1S2 (stereo not drawn)
    32, 0.3, 29, -1.5, 3, 1, -2, 3, -1, i
O=C(CCS(=O)(=O)c1ccc(Cl)cc1)Nc1nnc(-c2cccs2)o1
    4, -0.2, 6, -1.9, 0, -5, 4, 3, -16, i

Screening results deposited in PubChem by several laboratories.
